Bioassay records from PubChem.
M1 PAM parental – counter-screen for M1 PAMs: effect in parental CHO-K1 cells. ATP EC20, Fluo-8 calcium fluorescence; 0% at ATP EC20, 100% at ATP max. activation, % at 3 µM. actives 0.02% (n = 360,000);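 active means activation above the run cutoff, the mean activation of all test compounds plus 3 SD, cut at about 40% in these data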;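 further: peak over basal fluorescence ratio in a 140 s read after ATP addition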
CRFR2-BP antag – blocks CRF-induced signaling of the CRF-BP/CRF-R2 complex; AID 588475; inhibition, % at 11.8 µM; HEK293 CRF-R2/CRF-BP, CRF-induced calcium fluorescence; actives 0.59% (n = 350,000);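 active means inhibition of the ligand-induced calcium signal above about 50% at the single tested concentration, limit read from the data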
CRFBP-R2 agonist – agonists of human CRF-binding protein/CRF-R2 receptor complex; actives 0.46% (n = 350,000); HEK293 CRF-R2/CRF-BP, calcium dye fluorescence (FLIPR); percent of saturating CRF peptide response; activation, % at 13.2 µM;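 active means activation of at least 50%, plus an integration ratio under a set limit after plate pattern correction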;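 further: plate controls were neutral control wells without compound for no effect and CRF at EC100 for full effect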
TAAR1 antagonist – antagonists of human TAAR1; Q96RJ0; inhibition, % at 3 µM; actives 1.5% (n = 360,000); CHO RD-HGA16 TAAR1, Fluo-8 calcium fluorescence, antagonist;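 active means inhibition above a per-plate cutoff, the mean inhibition of test compounds on that plate plus 3 SD, cut at about 49% in these data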;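 further: 0% = DMSO plus EC80 beta-PEA response and 100% = DMSO alone without agonist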
Target sequence (Q96RJ0 whole entry, looked up): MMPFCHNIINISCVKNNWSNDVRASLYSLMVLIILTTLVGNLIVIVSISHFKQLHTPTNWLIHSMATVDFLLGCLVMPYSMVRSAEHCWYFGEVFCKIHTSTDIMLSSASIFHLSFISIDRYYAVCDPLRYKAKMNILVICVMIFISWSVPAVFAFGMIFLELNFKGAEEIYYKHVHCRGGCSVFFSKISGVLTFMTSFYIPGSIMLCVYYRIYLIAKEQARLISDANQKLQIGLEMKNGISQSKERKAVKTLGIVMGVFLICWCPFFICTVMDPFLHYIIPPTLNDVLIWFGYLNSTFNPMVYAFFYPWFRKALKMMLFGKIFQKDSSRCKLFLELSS
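Material: RD-HGA16 CHO cells with stable hTAAR1 and Gα16; Dosing: single nominal final test compound concentration of 3 µM; Schedule: seeding 17-24 h prior, 75-min 37 °C, 30-min RT dye loading; Detection: kinetic Fluo-8 calcium fluorescence measurement; Measure: % inhibition from peak post-agonist over basal fluorescence ratio; Benchmarks: vehicle and agonist controls.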
CHRM5 antagonist – blocks acetylcholine activation of human M5 receptor; actives 0.59% (n = 360,000); AID 624040; CHO-hM5 cells, Fluo-8 calcium fluorescence, ACh EC80; inhibition, % at 3 µM;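 active means inhibition above a per-plate cutoff, the mean of that plate's test compounds plus 3 SD, cut at about 27% in these data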;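 further: 0% = acetylcholine EC80 with DMSO and 100% = DMSO without agonist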
Target sequence (P08912 whole entry, looked up): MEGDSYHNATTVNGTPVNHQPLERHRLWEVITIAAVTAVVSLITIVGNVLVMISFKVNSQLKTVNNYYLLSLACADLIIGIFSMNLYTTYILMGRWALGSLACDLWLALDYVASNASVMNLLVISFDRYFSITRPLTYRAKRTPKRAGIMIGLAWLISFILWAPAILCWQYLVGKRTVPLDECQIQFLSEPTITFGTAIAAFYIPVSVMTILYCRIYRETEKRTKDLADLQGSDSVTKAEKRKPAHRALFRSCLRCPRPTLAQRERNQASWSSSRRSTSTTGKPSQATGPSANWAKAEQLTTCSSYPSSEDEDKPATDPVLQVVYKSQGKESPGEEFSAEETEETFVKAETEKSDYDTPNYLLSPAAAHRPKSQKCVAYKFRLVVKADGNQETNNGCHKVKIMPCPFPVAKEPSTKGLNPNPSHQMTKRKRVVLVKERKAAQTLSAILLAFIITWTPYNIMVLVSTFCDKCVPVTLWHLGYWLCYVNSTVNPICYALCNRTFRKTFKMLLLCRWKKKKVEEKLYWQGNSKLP
CHRM5 PAM – CHRM5 positive allosteric modulation; P08912; CHO-K1 hM5, Fluo-8 calcium, ACh EC20 PAM; 0% = ACh EC20, 100% = ACh EC100; activation, % at 3 µM; actives 0.3% (n = 360,000); AID 624038;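 active means activation above the run cutoff, the mean activation of all test compounds plus 3 SD, cut at about 18% in these data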
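System – CHO-K1 hM5 cells · Compound – 3 µM, single dose · Incubation – compound preincubation 140 s before EC20 acetylcholine addition · Technique – Fluo-8 calcium fluorescence · Measure – Max/basal fluorescence ratio as % of EC20–EC100 ACh window · Benchmarks – low control EC20 acetylcholine (0%), high control EC100 acetylcholine (100%) · Replication – singlicate, one well per test compound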
CHRM4 PAM – CHRM4 positive allosteric modulation | P08173 | CHO-K1 hM4/Gqi5, Fluo-8 calcium fluorescence, ACh EC20; 0% = ACh EC20, 100% = maximal ACh | activation, % at 3 µM | actives 0.4% (n = 360,000);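 active means activation above its plate's cutoff, the mean activation of sample wells plus 3 SD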; further: some results filed as inactive read as strong as hits
M5 ag – CHRM5 agonism in calcium assay; CHO-K1 hM5 cells, Fluo-8 calcium fluorescence; 0% DMSO wells, 100% maximal acetylcholine response; actives 0.19% (n = 360,000); activation, % at 3 µM; AID 624037;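 active means activation above the run's mean over test compounds plus 3 SD, cut at about 23% in these data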;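 further: signal is peak over basal fluorescence ratio across the kinetic read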
TAAR1 agonist – agonists of human TAAR1 | Q96RJ0 | CHO RD-HGA16 TAAR1, Fluo-8 calcium fluorescence; vehicle wells 0%, saturating PEA agonist 100% | activation, % at 3 µM | actives 0.99% (n = 360,000);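 active means activation above the mean activation of all test compounds in the run plus 3 SD, cut at about 38% in these data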
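Signal – calcium-sensitive Fluo-8 signal, excitation 470-495, emission 515-575 nm · System – RD-HGA16 (CHO) cells co-expressing Gα16 and hTAAR1 · Incubation – 17-24 h seeding, 75 min 37 °C dye, 30 min RT · Compound dosing – 3 µM single concentration · Repeats – no replicates (n 1)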
The depositor's hits bear a star; nt = no result given.

Each structure is followed by: M1 PAM parental	CRFR2-BP antag	CRFBP-R2 agonist	TAAR1 antagonist	CHRM5 antagonist	CHRM5 PAM	CHRM4 PAM	M5 ag	TAAR1 agonist
> C(=N\c1nccs1)/Nc1nccs1
    15	8	0.0	-2	-3	6	3	4	1
> Cn1c(COc2ccc3ccccc3c2)nnc1SCC(N)=O
    12	9	-0.5	4	5	-3	-3	1	7
> O=C(Nc1nnc(/C=C/c2ccccc2)s1)c1ccco1
    9	-30	3.1	-17	13	-9	-5	4	5
> CC(C)[C@@H]1Cc2[nH]c(=S)[nH]c(=O)c2[C@H](C)O1
    -6	nt	nt	12	5	-7	2	1	3
> O=S(=O)(NC1CCCC1)c1ccc(-n2cnnn2)cc1
    -11	-11	1.8	-25	9	5	-13	-1	1
> CCOC(=O)N1CCN(C(=O)c2noc3c2COc2ccccc2-3)CC1
    21	-10	-0.1	-2	12	-2	-3	-1	6
> COC(=O)c1sc2cc(C(F)(F)F)cnc2c1-c1ccccc1
    19	8	-1.6	-9	-2	-7	5	2	3
> Cc1cccc(NC(=S)NNC(=S)NC2CCCCC2)c1C
    -22	-3	-3.3	-4	8	-5	-1	4	7
> CC(=O)Nc1ccc(Sc2ccccc2C(=O)O)c(C(=O)O)c1
    -5	6	-1.0	1	-11	11	-2	5	9
> CC(=O)Nc1ccc(S(=O)(=O)N2CCC(c3nnc(-c4ccc(C)cc4)o3)CC2)cc1
    3	77*	-5.4	nt	12	-19	-12	11	nt
> O=[N+]([O-])c1cccc2[nH]ncc12
    -12	15	0.3	-14	10	-2	1	3	8
> CC(C)c1ccc(NC(=O)[C@H]2CSCN2C(=O)[C@@H]2CCC(=O)N2)cc1
    15	-4	-2.1	2	-3	1	1	-2	0
> O=C(NNc1nc2ccccc2s1)c1ccccc1F
    10	4	1.3	-9	-1	0	-4	0	2
> CCOc1cc(C(=O)N/N=C/c2cn(-c3ccccc3)nc2-c2cc3ccccc3o2)cc(OCC)c1OCC
    26	1	1.9	-12	5	6	-2	3	-1
> CC1(C(=O)Nc2ccc3c(c2)OCO3)CCN1C(=O)C1(c2ccc(Cl)cc2)CC1 (stereo not given)
    14	nt	nt	-12	5	-7	-8	0	0
> Cc1cc(C)cc(NC(=O)COC(=O)CC2CCCC2)c1
    -9	13	-1.1	24	9	-9	7	-9	1
> Cc1cc(C)c2c(n1)nn1c(-n3ccnc3)cc(C)nc21
    8	-19	1.1	-11	-1	-2	0	1	3
> COc1ccc(-c2nnc3cccc(Cl)n23)c(OC)c1
    -3	10	-0.4	-2	-4	-2	3	-4	0
> Cn1c(=O)c2c(nc(N/N=C/c3cccs3)n2C)n(C)c1=O
    -11	9	-0.8	-27	9	4	3	-4	1
> COc1ccc2c(c1OC)C(=O)N1C2SC[C@H]1C(=O)NC1CC(C)(C)NC(C)(C)C1 (stereo not given in full)
    -2	12	-2.6	-17	-6	-6	0	-1	0
> O=C(COc1coc(CN2CCCc3ccccc32)cc1=O)Nc1cccc([N+](=O)[O-])c1
    -4	5	-0.1	-12	5	-6	-2	4	0
> Cc1noc(NS(=O)(=O)c2ccc(NC(=O)/C=C/c3ccc(C(C)C)cc3)cc2)c1C
    24	10	0.2	-7	0	-2	5	-2	-1
> Cc1cccc(NC(=O)CNCC(=O)Nc2cccc(C)c2C)c1C
    -12	5	-2.9	-17	21	-7	-2	-2	2
> COc1ccccc1NC(=O)CSc1nccn1Cc1ccccc1
    12	5	0.7	-27	-9	8	5	1	-1
> O=C(N1CCc2[nH]c3ccccc3c2C1)C(F)(F)F
    -13	14	0.8	-3	18	-9	2	22	23
> O=c1[nH]c(CSc2ncnc3sccc23)nc2cc(C(F)(F)F)ccc12
    25	-4	2.6	-23	5	5	3	4	3
> Cc1ccc(OCCn2ccnc2)c([N+](=O)[O-])c1
    0	12	-3.6	-6	-1	5	0	-14	5
> COC(=O)C(C)N(C(=O)c1cccc2ccccc12)c1c(C)cccc1C (stereo not given)
    6	17	-0.8	3	-2	2	20	-4	10
> O=C(CNC(=S)NC(=O)c1cccc([N+](=O)[O-])c1)c1ccccc1
    14	-7	1.4	-5	-14	7	5	-4	-2
> CSc1ccc(CNC(=O)C2(C)CCCN2CC(C)C)cc1 (stereo not given)
    23	nt	nt	-21	2	-1	2	-2	-2
> Cc1ccc(N2CC(C(=O)Nc3nccs3)CC2=O)cc1Cl (stereo not given)
    -13	-35	2.1	14	-1	-5	-2	1	6
> Cc1[nH]c(-c2ccco2)nc1C(=O)O
    13	1	0.2	13	-8	0	-2	5	5
> CCCC1=C(C(=O)OCC)C(c2ccc(OC)c(C)c2OC)C(C#N)=C(N)O1 (stereo not given)
    -5	2	23	-17	5	-3	10	-4	2
> COc1ccc(/C=C2\SC(=O)N(CCCC(=O)Nc3ccc(C(=O)O)cc3)C2=O)cc1OC
    5	10	1.0	-17	-5	-1	-8	-3	6
> Cc1ccc(S(=O)(=O)/C(C#N)=C/c2ccccc2OCc2ccccc2)cc1
    3	-1	1.2	-14	-3	4	-3	-1	2
> CCOC(=O)C1=C[C@@H](C(C)(C)C)N(S(=O)(=O)c2ccc(C)cc2)[C@H]1c1ccc(F)cc1
    15	nt	nt	11	4	-7	-13	-2	-1
> O=C(Cc1ccsc1)NCC(c1ccco1)N1CCCCC1 (stereo not given)
    12	2	-1.1	0	-6	-3	-8	-12	5
> COc1cccc(NC(=O)C2CC(=O)N=C(N)S2)c1 (stereo not given)
    22	-7	0.1	-2	-3	6	0	-7	6
> Cc1ccccc1N(C(=O)CNC(=O)c1ccco1)C(C(=O)NC1CCCCC1)c1ccncc1 (stereo not given)
    15	-8	0.7	-14	-1	1	5	-2	0
> COc1ccc(-n2nc(C(=O)NCC(=O)Nc3ccccn3)c3ccccc3c2=O)cc1
    16	-1	-0.9	0	0	-3	3	0	11
> Cc1ccccc1-c1cnc(C(O)c2ccc(Cl)cc2C)[nH]1 (stereo not given)
    13	nt	nt	-23	8	-4	5	2	3
> COc1ccccc1C(=O)COC(=O)COc1cccc2c1OC(C)(C)C2
    17	-12	1.1	-19	14	-6	-6	-6	-2
> Cc1nn(C)c(C)c1S(=O)(=O)N1CCCC(C(=O)NC2CCCCCC2)C1 (stereo not given)
    -5	13	-2.0	-15	-4	-4	7	1	1
> CCCCOC(=O)CSCC(=O)Nc1cc(C)on1
    19	14	-1.2	18	-8	4	14	-2	6
> COc1ccc(NC(=O)C(OC)c2ccccc2)cc1Cl (stereo not given)
    12	7	-0.7	-8	2	-3	-1	-1	2
> COc1ccc(CS(=O)(=O)CC(C)(O)c2ccccc2)cc1 (stereo not given)
    9	16	-9.2	-27	3	5	7	-5	-2
> CCN(CC)C(=O)c1cnn(-c2ccccc2)c1NC(=O)c1ccco1
    20	-13	2.9	-13	4	2	10	2	8
> CC1CCN(S(=O)(=O)c2ccc(NC(=O)CN3CCCCCC3)cc2)CC1
    22	-15	4.2	-28	-1	8	3	-3	4
> CC1CCN(CCCn2c(=S)[nH]c3c(sc4ccccc43)c2=O)CC1
    22	-3	-1.0	-3	5	6	-4	-5	-1
> O=C(NC1CCCCC1)C1CCCN1S(=O)(=O)c1cccc2nsnc12 (stereo not given)
    -4	-2	-2.2	4	1	4	11	-1	10
> CCOC(=O)c1cnc(-n2cc(C)cn2)nc1Nc1ccccc1OC
    10	-19	1.8	-4	-6	-3	13	0	5
> Cn1c(=O)c2c(nc(NCc3ccco3)n2Cc2ccccc2Cl)n(C)c1=O
    9	5	-2.2	-11	12	-3	2	-2	-2
> C[C@@H]1CN([C@@H](C)CO)C(=O)Cc2cc(NS(=O)(=O)c3cn(C)cn3)ccc2O[C@@H]1CN(C)C(=O)Nc1ccccc1
    12	-3	-0.1	-10	10	5	-4	-2	8
> CCCCN1Cc2c(nc3cc(-c4ccccc4)[nH]n3c2=O)C1=O
    18	-13	-0.6	-35	0	10	-1	6	2
> CC(C)c1ccc2oc(=O)cc(CN3CCN(Cc4ccccc4)CC3)c2c1
    1	-8	-2.2	14	28*	-17	-7	-6	-1
> Cc1onc(-c2ccccc2)c1-c1csc(N/N=C/c2ccccc2Cl)n1
    19	11	-0.8	-41	0	-2	-15	-3	1
> Cc1ccc(NC2=C(Cl)C(=O)OC2OC(=O)c2ccco2)cc1C (stereo not given)
    -6	-4	-1.2	4	5	-5	-3	-1	1
> COc1ccc(/C(C)=N/OCC(=O)Nc2nc3ccccc3s2)cc1OC
    13	15	2.2	14	2	-10	-19	1	3
> CNCc1ccccc1Sc1cccc(O)c1
    -9	-12	-1.3	1	13	-5	11	-6	0
> COc1ccccc1C(=O)C1CCCN(C(=O)c2ccccc2C(C)=O)C1 (stereo not given)
    13	3	-1.1	-24	0	-4	-3	-3	3

Reformatted: results already given
structure	M1 PAM parental	CRFR2-BP antag	CRFBP-R2 agonist	TAAR1 antagonist	CHRM5 antagonist	CHRM5 PAM	CHRM4 PAM	M5 ag	TAAR1 agonist
CC(C)c1ccc2oc(=O)cc(CN3CCN(Cc4ccccc4)CC3)c2c1	1	-8	-2.2	14	28*	-17	-7	-6	-1
Cc1onc(-c2ccccc2)c1-c1csc(N/N=C/c2ccccc2Cl)n1	19	11	-0.8	-41	0	-2	-15	-3	1
Cc1ccc(NC2=C(Cl)C(=O)OC2OC(=O)c2ccco2)cc1C (stereo not given)	-6	-4	-1.2	4	5	-5	-3	-1	1

(listing goes on)
Each structure is followed by: M1 PAM parental	CRFR2-BP antag	CRFBP-R2 agonist	TAAR1 antagonist	CHRM5 antagonist	CHRM5 PAM	CHRM4 PAM	M5 ag	TAAR1 agonist
> NS(=O)(=O)c1ccc(CNC(=O)CCSCCC(=O)NCc2ccc(S(N)(=O)=O)cc2)cc1
    9	4	-0.4	4	7	-2	4	-3	11
> C=CCC(C(=O)OC)(C(=O)OC)c1ccccc1[N+](=O)[O-]
    -11	0	-1.3	-9	15	-8	-8	-1	0
> Cn1c(C(=O)NCC2CCCO2)cc2c(=O)n(C)c3ccccc3c21 (stereo not given)
    17	11	-0.8	0	-5	-6	3	2	3
> O=C(CCn1c(=O)c2ccccc2n(Cc2ccccc2)c1=O)NCc1ccc2c(c1)OCO2
    -9	-12	-2.7	2	7	-16	-11	-6	6
> COc1ccc(C2CC(=O)C3=C(C2)Nc2ccccc2N(C(C)=O)C3c2ccco2)cc1 (stereo not given)
    26	-4	1.0	8	-14	5	-1	0	12
> COc1ccc(C=CC(=O)c2ccc(OCc3ccccc3)c(OC)c2)cc1OC
    -4	-8	29	-3	13	-5	-2	2	2
> COc1cc2nc(NC(=O)c3ccc(F)cc3Cl)sc(=O)c2cc1OC
    -6	-4	-0.1	nt	9	0	-2	-2	nt
> CCOC(=O)c1c(C)[nH]c(C)c1C(=O)CSc1nc2ccccc2c(=O)n1-c1ccc(C)cc1
    18	24	-1.6	1	2	-3	0	-2	2
